Cav32 inh: human Cav3.2 channel inhibition, primary screen | O95180 | Cav3.2-expressing cells, Fluo-4 calcium fluorescence FDSS; stronger effect = lower value | B-score at 10 µM | 100,000 compounds, 4% hits;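 active = single-dose well whose peak fluorescence ratio is a statistical outlier from its plate by either plate-standardised score or position-corrected B-score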
The depositor's hits bear a star.

For Cc1cc(C(F)(F)F)nn1C(=O)c1cccnc1Cl the results were Cav32 inh 1.02.
`CCOC(=O)C1=C(O)/C(=C\c2ccc(OC)c(OC)c2)N=C1C` gave Cav32 inh 0.0763.
For COc1ccccc1NC(=O)c1cc2n(n1)C(C(F)(F)F)CC(c1ccc3c(c1)OCO3)N2 (configuration not stated) the results were Cav32 inh -1.05.
`O=C1CC(N(O)c2ccccc2)C(=O)N1c1cc(Cl)cc(Cl)c1` (configuration not stated) gave Cav32 inh -1.88.
`CCOc1cc2nc(-c3ccc(OC)c(OC)c3)nc(NCCCN3CCOCC3)c2cc1OC` gave Cav32 inh 0.848.
Screening Cc1ccc(-n2ncc3c(NCc4ccccn4)ncnc32)c(C)c1 returned Cav32 inh 0.101.
CC(=O)Oc1ccc2ccccc2c1C(NC(=O)Cc1ccccc1)c1ccccc1 (configuration not stated) was read as Cav32 inh -3.65.
Screening COC(=O)c1ccc(CNC(=O)CSc2nnc(COc3ccccc3)n2C)o1 returned Cav32 inh 0.0389.
For CCN(CC)S(=O)(=O)c1ccc(-c2nnc(SCC(=O)N3CCc4ccccc43)o2)cc1 the results were Cav32 inh -0.227.
Screening COCCN1CN(S(=O)(=O)c2ccc(Cl)cc2)c2nc3ccccc3nc21 returned Cav32 inh -0.272.

Brought forward from above: 4 compounds, then new ones.
CC(=O)Oc1ccc2ccccc2c1C(NC(=O)Cc1ccccc1)c1ccccc1 (configuration not stated) was read as Cav32 inh -3.65.
Screening COC(=O)c1ccc(CNC(=O)CSc2nnc(COc3ccccc3)n2C)o1 returned Cav32 inh 0.0389.
For CCN(CC)S(=O)(=O)c1ccc(-c2nnc(SCC(=O)N3CCc4ccccc43)o2)cc1 the results were Cav32 inh -0.227.
Screening COCCN1CN(S(=O)(=O)c2ccc(Cl)cc2)c2nc3ccccc3nc21 returned Cav32 inh -0.272.
COc1ccc(C)cc1S(=O)(=O)N(CC(N)=O)Cc1ccccc1 was read as Cav32 inh -0.00296.
C=CCOc1ccccc1/C=N/O was read as Cav32 inh 0.563.
`Cc1ccc(C(=O)N(CN2CCCC2=O)c2ccc(F)cc2)cc1` gave Cav32 inh 0.698.
`CCOC(=O)c1nc2sc3c(c2c(=O)[nH]1)CCCC3` gave Cav32 inh -0.242.
`Cc1ccc(C(=O)CN(C(=O)c2ccc(Cl)c(Cl)c2)N2C(=O)C3CCCCC3C2=O)cc1C` (configuration not stated) gave Cav32 inh 0.587.
For CN(C)C(=O)CCc1nc(-c2ccc(C(C)(C)C)cc2)no1 the results were Cav32 inh -0.865.
`CCO[C@@H]1OC(C(=O)Nc2ccccc2)=C[C@H](c2ccc(C(F)(F)F)cc2)[C@H]1CCCO` gave Cav32 inh -2.57.
`CCC(=O)N1c2ccc(S(=O)(=O)CCC(=O)NCc3cccs3)cc2CC1C` (configuration not stated) gave Cav32 inh 0.194.
For Cc1cc(O)c(C=Nc2ccc(Cl)cn2)c(=O)o1 the results were Cav32 inh 0.715.
`CCOC(=O)c1c(C)[nH]c(C(=O)CSc2nnc(-c3ccncc3)n2CC)c1C` gave Cav32 inh -1.15.
Screening O=C(O)C1CCCN1S(=O)(=O)c1ccc(Br)s1 (configuration not stated) (tested in a mixture with another compound) returned Cav32 inh 0.982.
Screening CC(C)(C)C(=O)Nc1ccccc1C(=O)NCc1ccco1 returned Cav32 inh 0.105.
For CC(=O)N1CCN(c2ccc(NC(=O)c3ccccc3Br)cc2Cl)CC1 the results were Cav32 inh 0.318.
Screening CC(CN1CCCCC1)OC(=O)c1cc2ccccc2o1 (configuration not stated) returned Cav32 inh 0.000185.
`Cc1nonc1OCCNC(=O)C12CC3CC(CC(C3)C1)C2` gave Cav32 inh 0.191.
Screening O=C(Nc1ccccc1)Nc1cccc2cccnc12 returned Cav32 inh -2.21.
For CC1=NN(C(C)C)C(=O)C1 the results were Cav32 inh 0.742.
COc1ccc2nc(NC(=O)CCc3nc(-c4ccccc4F)no3)sc2c1 was read as Cav32 inh 0.772.
Screening Cc1ccc(S(=O)(=O)Nc2ccc(-c3nnc(SCC#N)n3C)cc2)cc1 returned Cav32 inh 0.011.
For COc1cc(NC(=O)CSc2ncccc2C(=O)OC(C)C)cc(OC)c1 the results were Cav32 inh -0.00823.
CC(=O)Nc1cccc(NC(=O)CSc2nnnn2C)c1 was read as Cav32 inh -0.00314.
Screening Cc1nnc(SCC(=O)NC2CCCCC2)n(N)c1=O returned Cav32 inh -0.433.
For COc1cccc2[nH]c3c(N4CCCCC4)ncnc3c12 the results were Cav32 inh 0.664.
`Cc1csc(SCC(=O)Nc2nc(-c3ccccc3)cs2)n1` gave Cav32 inh -5.98*.
For O=C(Cn1ccc2ccccc2c1=O)NCCC(=O)Nc1ccc2c(c1)OCCO2 the results were Cav32 inh -0.406.
`Cc1nnc(NC(=O)C2c3ccccc3Oc3ccccc32)s1` gave Cav32 inh -0.393.
For O=C(Cc1ccccc1)NC1CCN(S(=O)(=O)c2cccc(F)c2)CC1 the results were Cav32 inh 1.19.
For Cc1oc(-c2ccccc2F)nc1CS(=O)(=O)CC(=O)NC1CCCC1 the results were Cav32 inh -2.21.
Screening COCCNC(=O)c1ccc2c(c1)NC(=O)CS2 returned Cav32 inh -0.165.
Screening O=C(CNC(=O)Cc1ccccc1)NCC(=O)OCC(=O)c1cccc2ccccc12 returned Cav32 inh 0.0496.

Pulled one by one from above, five records:
For O=C(Cc1ccccc1)NC1CCN(S(=O)(=O)c2cccc(F)c2)CC1 the results were Cav32 inh 1.19.
For COc1cccc2[nH]c3c(N4CCCCC4)ncnc3c12 the results were Cav32 inh 0.664.
`Cc1csc(SCC(=O)Nc2nc(-c3ccccc3)cs2)n1` gave Cav32 inh -5.98*.
CC(=O)Nc1cccc(NC(=O)CSc2nnnn2C)c1 was read as Cav32 inh -0.00314.
Screening Cc1nnc(SCC(=O)NC2CCCCC2)n(N)c1=O returned Cav32 inh -0.433.

The list continues:
CC1(C)O[C@H]2OC([C@H](O)CON3C(=O)c4ccccc4C3=O)[C@H](O)[C@H]2O1 (some centres not stated) was read as Cav32 inh 0.767.
For O=C1C(Cl)=C(NCCCO)C(=O)c2ccccc21 the results were Cav32 inh 2.07.
`CCOC(=O)c1ccc(-c2ccc(C(=O)Nc3cccnc3)o2)cc1` gave Cav32 inh 2.18.
`Brc1ccc(-c2noc(CCc3ccccc3)n2)o1` gave Cav32 inh -0.748.
`COc1cccc(C2C(C#N)=C(N)Oc3cc(C)n(Cc4ccco4)c(=O)c32)c1` (configuration not stated) gave Cav32 inh 0.574.
Cc1ccc(CNC(=O)C2CCN(S(=O)(=O)c3c(C)noc3/C=C/c3ccco3)CC2)cc1 was read as Cav32 inh -3.58.
`Cn1c(SCC(=O)Nc2ccc3cn[nH]c3c2)nnc1-c1cccs1` gave Cav32 inh 0.0759.
Screening CCCc1cc(=O)[nH]c(SCC(=O)N(C)CC(=O)Nc2ccc(C)cc2)n1 returned Cav32 inh 0.261.
Screening Cc1cc(C)nc(NC2=NCC(=O)N2c2ccccc2Br)n1 returned Cav32 inh -0.0671.
CCOc1ccccc1CN1C(=O)c2ccccc2C1C(=O)NC(C)CC (configuration not stated) was read as Cav32 inh 0.0586.
Screening Cn1c(NCC(O)c2ccccc2)nc2c1c(=O)n(Cc1ccc(Cl)c(Cl)c1)c(=O)n2C (configuration not stated) returned Cav32 inh -3.08.
For Cc1ccccc1OCC(=O)NC(=S)Nc1ccc(S(=O)(=O)NC2CCCCC2)cc1 the results were Cav32 inh -0.946.
`Cc1ccc(-c2nn(CC(N)=O)c(=O)c3ccccc23)cc1S(=O)(=O)N(C)C` gave Cav32 inh 0.908.
CCn1c(CSc2nc(C)cc(C)n2)nnc1SCC(=O)Nc1nc(-c2ccccc2)cs1 was read as Cav32 inh 0.478.
For Cc1cc(C)n(-c2nc(-c3ccc(Cl)c(Cl)c3)cs2)n1 the results were Cav32 inh 0.432.
For CCOc1ccc(NC(=O)CN2CCN(CC(=O)c3ccc(OCC)cc3)CC2)cc1 the results were Cav32 inh -0.529.
Screening Cc1ccccc1N1C(S)=C(C#N)C(=O)NC1c1cccs1 (configuration not stated) returned Cav32 inh 1.37.
CC(=O)C1=C(C)N(Cc2ccccc2)C(=O)N[C@H]1c1cccc(F)c1 was read as Cav32 inh 0.116.
`COc1ccc(NC(=O)CN(C2CCCCC2)S(C)(=O)=O)cc1OC` gave Cav32 inh 0.784.
Screening Cc1cc(Br)ccc1NCc1ccccn1 returned Cav32 inh -0.116.

Reprinted from the part before: 5 compounds; new compounds follow.
For CCOc1ccc(NC(=O)CN2CCN(CC(=O)c3ccc(OCC)cc3)CC2)cc1 the results were Cav32 inh -0.529.
Screening Cc1ccccc1N1C(S)=C(C#N)C(=O)NC1c1cccs1 (configuration not stated) returned Cav32 inh 1.37.
CC(=O)C1=C(C)N(Cc2ccccc2)C(=O)N[C@H]1c1cccc(F)c1 was read as Cav32 inh 0.116.
`COc1ccc(NC(=O)CN(C2CCCCC2)S(C)(=O)=O)cc1OC` gave Cav32 inh 0.784.
Screening Cc1cc(Br)ccc1NCc1ccccn1 returned Cav32 inh -0.116.
For COCCOC(=O)c1c(C)n(C)c2ccc(OC(=O)C3CC3)cc12 the results were Cav32 inh -0.0138.
CCOc1ccc(NC(=O)CCCc2cc(-c3ccc(OCC)cc3)on2)cc1 was read as Cav32 inh -0.00762.
For CCCn1c(N)c(Sc2ccc(Cl)cc2)c(=O)n(CCC)c1=O the results were Cav32 inh -0.916.
Screening CC(=O)COc1ccc2c3c(c(=O)oc2c1C)CCCCC3 returned Cav32 inh 0.0209.
COc1cc(-c2n[nH]c(=O)o2)cc(OC)c1OC was read as Cav32 inh -0.756.
COC(=O)/C=C/c1ccccc1S(=O)(=O)N(Cc1ccccc1)Cc1ccco1 was read as Cav32 inh -2.81.
Cn1nc(-c2ccc(Cl)cc2)c2cc(C(=O)N3CCN(c4ccccn4)CC3)sc21 was read as Cav32 inh -1.03.
For CC1CCN(C(NC(=O)c2ccco2)C(=O)c2ccccc2)CC1 (configuration not stated) the results were Cav32 inh -1.33.
For CCN1CCCC1CNC(=O)CSc1cc(=O)n(CC)c2ccccc12 (configuration not stated) the results were Cav32 inh -1.87.
`C=CCc1cccc(/C=N/n2cnnc2)c1O` gave Cav32 inh -0.628.
For CCOC(=O)c1oc2cc(O)ccc2c(=O)c1-c1ccccc1OC the results were Cav32 inh 0.424.
Screening O=C(NC1(C(F)(F)F)C(=O)Nc2c1c(=O)[nH]c(=O)n2-c1ccc(F)cc1)c1cccnc1 (configuration not stated) returned Cav32 inh 0.375.
`OCCN(CCO)Cc1ccc(Br)cc1` gave Cav32 inh 0.104.
For CCCSc1nnc2c(n1)OC(c1cccn1C)N(C(C)=O)c1ccccc1-2 (configuration not stated) the results were Cav32 inh 1.51.
CC(Sc1nc2c([nH]c3ccccc32)c(=O)n1C)c1ccccc1 (configuration not stated) was read as Cav32 inh 0.215.
CC(=O)OC1C(OC(C)=O)N(C(C)=O)C(=O)N1C(C)=O (configuration not stated) was read as Cav32 inh 0.91.
COCCn1ccc(O)c(Cc2ccc(Cl)cc2)c1=O was read as Cav32 inh 0.537.
Screening OC(COc1ccc2ccccc2c1)Cn1ccnc1 (configuration not stated) returned Cav32 inh 1.49.
Screening O=C(Nc1ccc(Cl)cc1C(=O)Nc1ccncc1)c1ccco1 returned Cav32 inh 0.314.
Screening Cc1nnc(NC(=O)c2ccc(C)c(S(=O)(=O)N3CCOCC3)c2)s1 returned Cav32 inh 0.0246.
Screening CCOc1ccc2nc(COC(=O)c3ccco3)c(C(C)=O)[n+]([O-])c2c1 returned Cav32 inh 0.429.
Screening NC1=NC[C@H](c2ccccc2)N1CC1CCCCC1 returned Cav32 inh 0.538.
Oc1cnn(-c2ccccc2)c1 was read as Cav32 inh 0.673.
`CCOP(=O)(OCC)c1nc(-c2ccc(C)cc2)oc1N1CCOCC1` gave Cav32 inh 0.0204.
For O=C(CSc1nnc(-c2ccccc2Br)o1)N1CCN(C(=O)c2ccco2)CC1 the results were Cav32 inh 0.927.
`CCOc1ccccc1OCCn1ncc2ccc(OC)c(OC)c2c1=O` gave Cav32 inh -0.251.
Screening O=C1CCCN1CC(O)CS(=O)(=O)c1ccc(Cl)cc1 (configuration not stated) returned Cav32 inh -0.0359.
COc1ccc(CCNC(=O)COC(=O)c2ccc(Br)o2)cc1OC was read as Cav32 inh -0.0403.
For CC1(C)c2ccccc2N2CC(=O)NC21/C=C/c1ccco1 (configuration not stated) the results were Cav32 inh -0.0944.
Screening O=C1CC(N(O)C2CC(=O)N(Cc3ccccc3)C2=O)C(=O)N1Cc1ccccc1 (configuration not stated) returned Cav32 inh -4.08.
`COc1cccc(C2c3c(-c4cc(Cl)c(C)cc4O)n[nH]c3C(=O)N2Cc2cccnc2)c1` (configuration not stated) gave Cav32 inh 1.06.
Cn1c(SCC2CCCO2)nnc1-c1ccncc1 (configuration not stated) was read as Cav32 inh 0.926.
`CCc1cc2cccc(C)c2nc1SCC(=O)c1ccc(NC(C)=O)cc1` gave Cav32 inh 1.54.
`O=C(c1ccccc1C(=O)N1CCN(c2ccccc2)CC1)N1CCN(c2ccccc2)CC1` gave Cav32 inh -0.717.
COc1ccc(-c2nnc(SCC(=O)NC(C)c3ccccc3)o2)cc1OC (configuration not stated) was read as Cav32 inh -0.441.
For Cc1ccc(S(=O)(=O)c2cc3c(=O)n4ccccc4nc3n(Cc3ccco3)c2=N)cc1C the results were Cav32 inh -1.13.
Screening CCOC(=O)Cc1csc(NC(=O)CSc2nnc(-c3ccc(NS(=O)(=O)CC)cc3)o2)n1 returned Cav32 inh 0.00177.
For CSc1nnc(CSCc2ccc(Cl)cc2Cl)n1-c1ccccc1 the results were Cav32 inh -2.93.
`COC(=O)/C(=C\c1c(OC)cc(OC)cc1OC)C(=O)c1ccc2c(c1)OCO2` gave Cav32 inh 0.0557.
Screening COc1ccc2[nH]c(C)c(CN3CCC(C)CC3)c(=O)c2c1 returned Cav32 inh -0.64.
`CCc1nnc(NC(=O)CSc2nc3c(c(=O)n2CC)SC(C)C3)s1` (configuration not stated) gave Cav32 inh 0.56.
Screening O=C(Nc1nc2cc3c(cc2s1)OCCO3)c1cccc(N2C(=O)CCC2=O)c1 returned Cav32 inh -0.195.
For O=C(NC(=S)N(Cc1ccccc1)Cc1ccccc1)C1CCCCC1 the results were Cav32 inh 0.156.
CC(=O)CN1Cc2ccccc2/C1=N\C(=O)Nc1ccccc1 was read as Cav32 inh 0.223.
For CCCn1c(SCC(=O)Nc2c(C)cccc2CC)nnc1C(C)C the results were Cav32 inh -0.25.

Source: PubChem BioAssay

The list is partial; count on the stated rates, not on these rows.
